SSB-PriA inh – inhibitors of Klebsiella pneumoniae PriA binding to SSB C-terminal tail, primary screen, biochemical, AlphaScreen; PriA–SSB C-terminal tail interaction (Klebsiella pneumoniae); AlphaScreen SSBct-PriA binding, biotinylated peptide; inhibition, % at 33 µM; 430,000 tested, 0.6% active; AID 1272365, 2023; in the data active = inhibition mostly above about 37%, no sharp cut-off; inactive = mostly below about 20%;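 also: plate controls were negative control peptide for no effect and reference peptide for full effect; strong numbers were not always called active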
* = called active by the depositor; i = inactive; & = joins results of further samples. These rows are one share of the data. The share of hits here may be higher or lower than overall.

cpd | Structure | SSB-PriA inh
1 | COC(=O)c1sccc1S(=O)(=O)N1CC(Oc2ccccc2F)CC1C(=O)OC (configuration not stated) | -3
2 | NC(=O)N/N=C/c1cccs1 | i
3 | O=C(Cc1csc(SCC(=O)c2ccc3c(c2)OCO3)n1)NCc1cccs1 | -13
4 | Cc1ccc(S(=O)(=O)N2CCN(CC(=O)NN=Cc3cc([N+](=O)[O-])ccc3Cl)CC2)cc1 | -7
5 | O=S(=O)(NCCc1csc(-c2ccc(C(F)(F)F)cc2)n1)c1cccs1 | -13
6 | Cc1ccc(N2C(=O)N(c3cccc(C(F)(F)F)c3)C3CS(=O)(=O)CC32)cc1Cl (configuration not stated) | -15
7 | CC(C)c1ccc(S(=O)(=O)Nc2ccc3c(c2)CN(C(=O)C2CC2)CC3)cc1 | -2
8 | O=C(Nc1ccc([N+](=O)[O-])cc1)c1c[nH]c(=O)n(-c2ccc(F)cc2)c1=O | -6
9 | CC(=O)Nc1ccc(OC[C@@H](O)CN2CCN(Cc3ccccc3)CC2)cc1 | -2
10 | O=C(NCc1cccs1)C(=O)NCC1CCN(Cc2cccs2)CC1 | -15
11 | Cc1cccc(N=Cc2c(C)[nH]n(-c3ccccc3)c2=O)n1 | 0
12 | CCOc1coc(C(=O)Nc2ccc(Cl)cc2)cc1=O | -7
13 | CCSc1cccc(C(=O)Nc2nccs2)c1 | -11
14 | COc1ccccc1NC(=O)C1=C(C)NC(=O)NC1c1cc(OC)c(OC)cc1Br (configuration not stated) | 13
15 | O=C(Cn1c(=O)oc2ccccc21)N1CCC(n2c(=O)[nH]c3ccc(F)cc3c2=O)CC1 | -8
16 | CCOC(=O)N1CCN(C(=O)c2cccc([N+](=O)[O-])c2C)CC1 | -17
17 | Cc1ccsc1C=Nn1c(-c2cccnc2)n[nH]c1=S | -8
18 | CNC(=O)c1ccsc1NC(=O)c1ccc(S(=O)(=O)N(C)C2CCCCC2)cc1 | -11
19 | CN(C)CCN(C(=O)c1ccnn1C)c1nc2c(F)cc(F)cc2s1 | 4
20 | COc1ccc(-c2noc(CSc3nc(-c4ccccc4)cc(=O)[nH]3)n2)c(OC)c1 | 1
21 | c1ccc(Cc2noc(C3CN(Cc4cccnc4)C3)n2)cc1 | -3
22 | CCOC(=O)c1c(NC(=O)c2ccco2)sc2c1CCN(C(=O)OCC)C2 | -14
23 | O=C(Cc1c[nH]c2ccccc12)NCC#CCOc1cccc(C(F)(F)F)c1 | -3
24 | Cc1ccc(OCC(=O)NN=Cc2cccc3cccnc23)cc1 | 9
25 | CCOc1ccc(NC(=O)Cc2csc(Nc3ccccc3)n2)cc1 | 8
26 | CCOCC(=O)NCC(C)(O)CSC (configuration not stated) | -7
27 | CN1CCN(c2cc(OCCNS(=O)(=O)c3cccs3)ncn2)CC1 | -20
28 | COC(=O)C1c2ccsc2CCN1C(=O)c1ccc(Cl)s1 (configuration not stated) | 8
29 | COc1ccc(C=NNC2=NCCCCC2)cc1 | -5
30 | Cc1onc(-c2c(F)cccc2Cl)c1C(=O)NC(=N)N1CCCC1 | -2

Four of the compounds above, with each value named.
[17] Cc1ccsc1C=Nn1c(-c2cccnc2)n[nH]c1=S
  SSB-PriA inh: -8
[18] CNC(=O)c1ccsc1NC(=O)c1ccc(S(=O)(=O)N(C)C2CCCCC2)cc1
  SSB-PriA inh: -11
[19] CN(C)CCN(C(=O)c1ccnn1C)c1nc2c(F)cc(F)cc2s1
  SSB-PriA inh: 4
[20] COc1ccc(-c2noc(CSc3nc(-c4ccccc4)cc(=O)[nH]3)n2)c(OC)c1
  SSB-PriA inh: 1

Continuation.
cpd | Structure | SSB-PriA inh
31 | COCCn1nnn(-c2ccc(NC(=O)C(C)(C)Oc3ccc(Cl)cc3)cc2)c1=O | -12
32 | O=c1c2ccccc2nc(SCc2nc(-c3ccc(F)cc3)no2)n1Cc1cccs1 | -13
33 | COc1ccc(S(=O)(=O)NC[C@](C)(O)c2ccc(-c3ccccc3)cc2)c(C)c1 | 0
34 | COc1ccccc1NC(=O)Cn1ccn(-c2cc(Cl)ccc2C)c(=O)c1=O | -2
35 | CC(=O)N1CCN(c2cc3c(cc2F)c(=O)c(C(=O)Nc2cccc(C)c2)cn3C2CC2)CC1 | -18
36 | Cc1cc(NC(=O)c2cn(C)nn2)ccc1N1CCCC1=O | -3
37 | COc1ccccc1-n1nnc(C(=O)Nc2nc(C)cc(C)n2)c1-c1ccncc1 | 3
38 | COc1cc2[nH]c3c(=O)n(CC(=O)NCc4ccc(C)o4)cnc3c2cc1OC | 2
39 | O=C(NCC(O)c1ccoc1)c1cnccn1 (configuration not stated) | -32
40 | CC1(C(=O)NN=Cc2ccc3c(c2)OCO3)CC1(Br)Br (configuration not stated) | -29
41 | Cc1cc(NC(=O)CSc2nnc(C)c3cnn(-c4ccc(C)c(C)c4)c23)no1 | 5
42 | COc1cccc(-c2csc(CN3CCN(S(=O)(=O)c4cccs4)CC3)n2)c1 | -1
43 | Cc1noc(CNC(=O)c2ccc3nsnc3c2)n1 | 0
44 | CC(C)CCN1C(=O)CCc2cc(NS(=O)(=O)CC(C)C)ccc21 | -2
45 | COc1ccccc1-c1nc2c(c(=O)[nH]1)Cc1cc(C)ccc1O2 | -1
46 | CCOc1ccc(-c2noc(-c3cc(-c4ccccc4)n[nH]3)n2)cc1OC | 1
47 | Cc1ccc(S(=O)(=O)N2CCc3ccc(NC(=O)C4Oc5ccccc5OC4C)cc3C2)cc1 (configuration not stated) | -3
48 | O=C(COc1ccc2c(c1)OCO2)Nc1ccccc1-c1cn2ccccc2n1 | 4
49 | Cc1c(Cl)cccc1S(=O)(=O)N1CCC2(CC(=O)c3ccccc3O2)C1 (configuration not stated) | 8
50 | Cc1cc(NC(=O)C(=O)NCC2(O)CCOCC2)no1 | 3
51 | COc1cc(OC)cc(C(=O)NCC2CCN(C(=O)c3cccnc3)CC2)c1 | -5
52 | Cc1ccc(S(=O)(=O)NCC(=O)NN=Cc2ccc(Cl)cc2)cc1 | -2
53 | Cc1ccc(N2CCN(C(=O)COc3cc(-n4cccn4)nc(C)n3)CC2)nn1 | 3
54 | COC(=O)CNC(=O)NC12CC3CC(CC(Cl)(C3)C1)C2 | 4
55 | Nc1nc(N)n(-c2ccccc2)n1 | -13
56 | Cc1nc(-n2nc(-c3cccs3)cc2NC(=O)COc2ccc(Cl)cc2)[nH]c(=O)c1C | -1
57 | CN=c1scc(C)n1N=Cc1ccc2c(c1)OCO2 | 24
58 | Cc1ccc(S(=O)(=O)Nc2ccccc2C(=O)Nc2sc3c(c2C#N)CCC3)cc1 | 2
59 | Cc1ccccc1-n1cc(-c2ccccc2)nc1SCC(=O)N(c1ccccc1)C(C)C | -6
60 | CC12CCC(C(=O)O)(C(=O)C1=O)C2(C)C (configuration not stated) | -1
61 | Cc1cc(NC(=O)c2c(F)cccc2Cl)n(-c2nc(-c3cccs3)cs2)n1 | -8&-4
62 | COc1cccc2cc(C(=O)N(CCc3cccs3)C3CCOCC3)oc12 | -7
63 | CCOc1ccc(-c2cc3c(N4CCC(C(=O)NC(C)c5ccccc5)CC4)nccn3n2)cc1 (configuration not stated) | -31
64 | Cc1ccc2nc(NC(=O)CN3CCC(c4nnc(-c5ccsc5)o4)CC3)sc2c1 | -12
65 | Cn1nc(CNS(=O)(=O)c2ccccc2F)cc1-c1ccncc1 | 0
66 | Cc1cccc2c(C(=O)O)cc(-c3ccncc3)nc12 | -8
67 | C=CCSC(N)=NN=Cc1c(O)ccc2ccccc12 | -22
68 | Cn1c(=O)oc2ccc(S(=O)(=O)N3CC(S(=O)(=O)c4ccc(Cl)cc4)C3)cc21 | -7
69 | CCCOc1ccc2ccccc2c1C=Nn1cnnc1 | 9
70 | COc1cc(NC(=O)Nc2cccc(-c3ccc(N4CCCC4)nn3)c2)cc(OC)c1 | -5
71 | O=C(CC=NOCc1ccc([N+](=O)[O-])cc1)Nc1ccccc1 | -14
72 | COc1ccccc1NC(=O)Cn1cnc2c([nH]c3ccc(C)cc32)c1=O | -4
73 | Cc1ccc(-c2csc(NC(=O)c3cccc(C(=O)Nc4nc(-c5ccc(C)o5)cs4)n3)n2)o1 | -1
74 | O=C(COc1ccccc1)NCCCn1nc(-c2ccccc2)ccc1=O | -26
75 | COc1ccc(Cl)cc1S(=O)(=O)N1CC(Oc2nccs2)C1 | 1
76 | Cc1cccc(-c2nc(Cn3c(=O)n(C(C)C)c(=O)c4ccccc43)c(C)o2)c1 | 2
77 | COc1cccc(C=Nn2c(-c3cc(C)[nH]n3)n[nH]c2=S)c1O | 7
78 | Cc1nn(-c2ccc(N3CCN(C(=O)c4cc5ccccc5oc4=O)CC3)nn2)c(C)c1C | -5
79 | C=CCNC(=S)NNC(=O)CSc1nc2ccccc2[nH]1 | -1
80 | CS(=O)(=O)N1CCC(c2nn(CC(=O)Nc3cc(F)ccc3F)c(=O)n2-c2cccs2)CC1 | -12&-9
81 | Cc1ccc(Cc2nnc(NC(=O)[C@@H]3COc4ccccc4O3)o2)cc1 | -6
82 | CN(CC#CCNC(=O)C1(c2ccccc2)CCOCC1)Cc1ccccc1 | -6
83 | Cc1nn(C2CCS(=O)(=O)C2)c2nc(-c3ccccc3)cc(C(=O)NCc3cccs3)c12 (configuration not stated) | 4
84 | Cc1ccc(C)c(NC(=O)Cn2cnc3c(sc4nc(-c5ccc(C)c(C)c5)ccc43)c2=O)c1 | -10
85 | COCC(=O)NCCn1ncc2c(=O)n(Cc3cccc(C(F)(F)F)c3)cnc21 | -14
86 | O=C(CCCS(=O)(=O)Cc1ccccc1)Nc1nc2ccc(Cl)cc2s1 | 0
87 | Cc1ccc(NC(=O)CCCn2nc(-c3cccs3)ccc2=O)cc1Cl | -5
88 | N#Cc1cccnc1OC1CCN(C(=O)C2(c3cccs3)CCCC2)CC1 | -13
89 | CCOc1cc(C(=O)Nc2nnc(-c3ccc4c(c3)CCCC4)o2)cc(OCC)c1OCC | -14&2
90 | COc1ccc(CN2CC(c3nc(-c4cccs4)no3)CC2=O)cc1 (configuration not stated) | -12

Reformatted field by field: two of the compounds above.
78. Cc1nn(-c2ccc(N3CCN(C(=O)c4cc5ccccc5oc4=O)CC3)nn2)c(C)c1C
  SSB-PriA inh: -5

29. COc1ccc(C=NNC2=NCCCCC2)cc1
  SSB-PriA inh: -5

Other structures:
cpd | Structure | SSB-PriA inh
91 | COc1cccc2cccnc12 | -13
92 | O=C(NCCC(O)c1ccoc1)C(=O)Nc1cccc(N2CCCC2=O)c1 (configuration not stated) | -8
93 | CC1(C)OC2OC(C(=O)Nc3cc(F)ccc3F)C3OC(C)(C)OC3C2O1 (configuration not stated) | -17
94 | COc1cccc(C(C)=NNc2ccc(S(=O)(=O)N3CCCCC3)cn2)c1 | 10
95 | O=C(Nc1cccc2nsnc12)C1CCN(c2cc(C3CC3)ncn2)CC1 | -24
96 | Cc1nc(N2CCC(NC(=O)c3cc(C4CC4)[nH]n3)CC2)cc(C(F)(F)F)n1 | -3
97 | COc1ccc(Cl)cc1NC(=O)CN1CCN(C(c2ccccc2)c2ccccc2)CC1 | 8
98 | Cc1ccc2nc3c(cc(C(=O)NCc4ccc5c(c4)OCO5)n3Cc3ccccc3)c(=O)n2c1 | -5
99 | CSc1nncc(C(C)=NNc2ccccc2C)n1 | -2
100 | O=C(CCCN1C(=O)/C(=C/c2ccccc2F)SC1=S)NCCc1c[nH]c2ccccc12 | -4
101 | CC1(C)Cc2c(sc(NC(=O)c3ccc(S(=O)(=O)N4CCCc5ccccc54)cc3)c2C(N)=O)C(C)(C)N1 | 11
102 | CCn1c(SCC(=O)Nc2ccc(C)c(C)c2)nc2c(-c3ccccc3)csc2c1=O | -15
103 | O=C(CCn1ccc(=O)[nH]c1=O)N1CCC(Oc2cnccn2)CC1 | 12
104 | Cc1cc(C(=O)Nc2nc(C(=O)Nc3nc4c(s3)CCCC4)co2)no1 | -8
105 | CC(C)c1cccc2sc(NC(=O)C3CCCN(S(C)(=O)=O)C3)nc12 (configuration not stated) | -2
106 | O=C(CCS(=O)(=O)c1ccccc1)Nc1cnc2cc(C(F)(F)F)nn2c1 | 6
107 | Cn1cccc1C(CNC(=O)Nc1cccs1)N1CCOCC1 (configuration not stated) | -4
108 | CCc1nccn1S(=O)(=O)c1cc(C)c(C)cc1OC | -2
109 | O=C(CSc1nccn(-c2ccc(F)c(Cl)c2)c1=O)c1ccc(F)cc1 | 4
110 | Cc1ccc(NC(=O)C(=O)NC(C)C)cc1 | -11
111 | COc1cccc(C(=O)NCCn2ncc3c(=O)n(Cc4cccc(C)c4)cnc32)c1OC | -1
112 | O=C(Cn1c2c(c(=O)n(C3CCCCC3)c1=O)CCC2)Nc1nc2ccccc2s1 | 4
113 | COc1ccc(C=NNC(=O)c2nc(-c3ccccc3)cc(-c3ccccc3)n2)cc1OC | -4
114 | CC(=O)NC1C(OC(=O)c2ccc(Br)o2)OC(COC(C)=O)C(OC(C)=O)C1OC(C)=O (configuration not stated) | -1
115 | O=C(O)CCCSc1ccc(Cl)cc1 | 15
116 | Cc1cc(-c2nnc(NC(=O)Cc3ccc(F)cc3)o2)nn1C | -6
117 | O=C1NCCc2ccc(NS(=O)(=O)Cc3ccc(C(F)(F)F)cc3)cc21 | 9
118 | CCc1ccccc1NC(=O)CSc1ncc(S(=O)(=O)c2ccc(C)cc2)c(N)n1 | -2
119 | Cc1cc(OC2CN(C(=O)Cc3ccc(SC(C)C)cc3)C2)cc(=O)o1 | -1
120 | O=C(/C=C/c1ccc2nccnc2c1)c1ccccc1 | 5

Part of the list above, as labelled records:
95. O=C(Nc1cccc2nsnc12)C1CCN(c2cc(C3CC3)ncn2)CC1
  SSB-PriA inh: -24

96. Cc1nc(N2CCC(NC(=O)c3cc(C4CC4)[nH]n3)CC2)cc(C(F)(F)F)n1
  SSB-PriA inh: -3

97. COc1ccc(Cl)cc1NC(=O)CN1CCN(C(c2ccccc2)c2ccccc2)CC1
  SSB-PriA inh: 8

98. Cc1ccc2nc3c(cc(C(=O)NCc4ccc5c(c4)OCO5)n3Cc3ccccc3)c(=O)n2c1
  SSB-PriA inh: -5

New compounds follow.
cpd | Structure | SSB-PriA inh
121 | O=C(NCCSC1CCOCC1)c1ccc(OC(F)(F)F)cc1 | -1
122 | C[C@](O)(CNC(=O)c1ccc2c(c1)OCO2)c1cc2ccccc2s1 | -5
123 | C=CCNC(=O)Cc1csc(NC(=O)C2CC2)n1 | -16&5
124 | FC(F)(F)c1ccc(C=NN2CCN(Cc3ccccc3)CC2)cc1 | -4
